Bioassay records from PubChem BioAssay.
FBW7 activator: activators of human E3 ligase FBW7; 0.13% of 650,000 active; AlphaScreen FBW7–phospho-cyclin E peptide binding, activator screen; Q969H0; normalized activity (activation), % at 26.1 µM; in the data active means normalized activity above about 1.9%;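 further: purified mutant Fbw7 with reduced substrate affinity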
GPR151 activ: activates the human receptor GPR151. Q8TDV0. PathHunter beta-arrestin GPR151 cells, luminescence. 1% of 650,000 active. activation, % at 11.2 µM. AID 1508602; in the data active means activation above about 4.9%;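 further: 0% = median of compound wells and 100% = cells with positive control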
Target sequence (Q8TDV0 whole entry, looked up): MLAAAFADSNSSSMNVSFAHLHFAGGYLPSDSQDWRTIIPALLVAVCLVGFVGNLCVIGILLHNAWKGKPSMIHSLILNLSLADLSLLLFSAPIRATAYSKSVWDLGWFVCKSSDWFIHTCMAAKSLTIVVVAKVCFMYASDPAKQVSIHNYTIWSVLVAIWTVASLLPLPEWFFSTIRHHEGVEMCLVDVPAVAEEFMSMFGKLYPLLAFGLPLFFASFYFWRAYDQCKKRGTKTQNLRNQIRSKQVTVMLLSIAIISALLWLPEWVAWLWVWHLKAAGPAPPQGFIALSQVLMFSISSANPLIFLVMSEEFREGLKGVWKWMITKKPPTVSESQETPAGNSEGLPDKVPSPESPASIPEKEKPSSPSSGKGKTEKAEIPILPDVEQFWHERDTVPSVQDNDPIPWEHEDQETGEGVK
TEAD-YAP inh: TEAD-YAP interaction inhibition | HEK-TIYL cells, TEAD-Gal4/YAP UAS-luciferase luminescence | inhibition, % at 9.12 µM | 1.4% of 640,000 active; in the data active means inhibition above about 32%;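 further: 0% = median of test compound wells and 100% = reference inhibitor wells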
MITF primary: blocks human microphthalmia-associated transcription factor; O75030; AlphaScreen MITF homodimerization, bead proximity signal; inhibition, % at 2.6 µM; 0.91% of 650,000 active; in the data active means inhibition above about 50%;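 further: 0% = vehicle wells with protein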
Target sequence (O75030 whole entry, looked up): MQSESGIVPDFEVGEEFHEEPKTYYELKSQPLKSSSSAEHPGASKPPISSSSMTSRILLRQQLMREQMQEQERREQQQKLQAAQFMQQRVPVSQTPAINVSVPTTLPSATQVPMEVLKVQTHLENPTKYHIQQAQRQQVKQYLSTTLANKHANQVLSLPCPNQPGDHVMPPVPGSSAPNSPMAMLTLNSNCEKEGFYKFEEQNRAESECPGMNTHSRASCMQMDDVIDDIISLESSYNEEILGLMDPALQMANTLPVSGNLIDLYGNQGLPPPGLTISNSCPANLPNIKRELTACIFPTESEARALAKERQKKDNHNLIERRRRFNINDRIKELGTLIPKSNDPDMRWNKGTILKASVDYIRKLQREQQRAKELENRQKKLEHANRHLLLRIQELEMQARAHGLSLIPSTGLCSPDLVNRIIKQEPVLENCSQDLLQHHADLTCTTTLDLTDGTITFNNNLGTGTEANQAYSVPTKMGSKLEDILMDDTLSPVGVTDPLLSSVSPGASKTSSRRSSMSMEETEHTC
* = called active by the depositor.

SMILES | FBW7 activator | GPR151 activ | TEAD-YAP inh | MITF primary
CC1CN(C(=O)c2ccc3c(c2)OCO3)OC(c2ccccc2)O1 (centres undefined) | 0.0 | -0.9 | 2.6 | 2.6
CC(C)=CCN1CCc2nnc(C(C)NC(=O)c3ccco3)n2CC1 (centres undefined) | 0.0 | 0.3 | 0.9 | -5.8
Nc1nc(CSc2nc(-c3ccccc3)c(-c3ccccc3)o2)nc(N2CCOCC2)n1 | 0.0 | -1.1 | -13.5 | -11.2
COc1cc(NC(=O)c2cnc(N3CCCC3CO)s2)cc(OC)c1OC (centres undefined) | 0.0 | 0.7 | -7.2 | 0.5
COc1ccc(-c2cc(C(=O)Nc3sc(C)c(C)c3C(N)=O)c3ccccc3n2)cc1 | 0.1 | 0.1 | 4.7 | 13.8
COc1ccc(OCC(=O)Nc2sc3c(c2C(=O)NCc2ccccc2)CCCC3)cc1 | 0.1 | -1.1 | 0.6 | -3.9
CC1(C)CC(=O)C=C(NNC(=O)C23CC4CC(CC(C4)C2)C3)C1 | -0.1 | 0.7 | -8.8 | 10.9
COc1ccc(N(N=C(C#N)C#N)c2ccccc2)cc1 | 0.2 | 0.2 | 4.8 | -14.1
O=C(Cn1c(-c2ccccn2)nc2ccccc21)Nc1ccccc1F | -0.1 | 1.0 | -6.2 | -1.5
Cc1ccc(NC(=O)NC2CC3CCC(C2)N3Cc2ccco2)cc1 (centres undefined) | 0.4 | -0.1 | -12.7 | 23.9
COCCCNC(=O)C(=O)NNC(=O)c1ccc(F)cc1 | 0.1 | -1.4 | -0.8 | 7.4
CC(=O)Nc1ccc(S(=O)(=O)Nc2nc3ccccc3nc2Nc2cccc(O)c2)cc1 | 0.3 | 0.6 | -4.7 | 13.3
CCN1C(=O)/C(=c2\sc3n(c2=O)C(c2ccccc2)C(C(=O)OC)=C(C)N=3)c2ccccc21 (centres undefined) | -0.1 | -1.9 | -6.0 | 2.8
O=C(Nc1ccc(Cl)c(C(=O)c2ccccc2)c1)c1cc(=O)c2ccccc2o1 | 0.0 | 0.6 | -1.6 | 1.2
Cn1c(=O)c2c(nc(NCC(O)c3ccccc3)n2C)n(C)c1=O (centres undefined) | 0.5 | 0.4 | 16.6 | -8.8

Next section, starting with the last 5 of the part before.
SMILES | FBW7 activator | GPR151 activ | TEAD-YAP inh | MITF primary
COCCCNC(=O)C(=O)NNC(=O)c1ccc(F)cc1 | 0.1 | -1.4 | -0.8 | 7.4
CC(=O)Nc1ccc(S(=O)(=O)Nc2nc3ccccc3nc2Nc2cccc(O)c2)cc1 | 0.3 | 0.6 | -4.7 | 13.3
CCN1C(=O)/C(=c2\sc3n(c2=O)C(c2ccccc2)C(C(=O)OC)=C(C)N=3)c2ccccc21 (centres undefined) | -0.1 | -1.9 | -6.0 | 2.8
O=C(Nc1ccc(Cl)c(C(=O)c2ccccc2)c1)c1cc(=O)c2ccccc2o1 | 0.0 | 0.6 | -1.6 | 1.2
Cn1c(=O)c2c(nc(NCC(O)c3ccccc3)n2C)n(C)c1=O (centres undefined) | 0.5 | 0.4 | 16.6 | -8.8
Cc1c(C(=O)NCc2ccccn2)sc2ncn(CC(=O)Nc3cccc(C(F)(F)F)c3)c(=O)c12 | -0.2 | -0.6 | -26.1 | 1.2
CN(CCN1CCc2ccccc2C1)Cc1c(C(=O)N(C)C)nc2ccc(Cl)cn12 | -0.1 | 1.8 | -2.8 | -10.9
Cc1n[nH]c(C)c1NC(=O)CSc1nnc(-c2ccc3c(c2)OCO3)n1-c1ccccc1 | 0.0 | -1.4 | 15.6 | 2.3
CCOCCCNc1nc2ccccc2n2nnnc12 | 0.1 | -0.7 | -14.7 | 7.3
CCOC(=O)c1ccc(NC(=O)CSc2nc3ccsc3c(=O)n2CCc2ccc(OC)c(OC)c2)cc1 | 0.7 | -0.4 | 13.2 | 16.7
CCCCNC(=S)Nc1cccc2cnccc12 | 0.6 | 1.9 | 10.6 | 8.2
COc1ccc(OC)c(CN2CCN(CCc3ccccc3)C(CCO)C2)c1 (centres undefined) | 0.0 | 0.4 | -1.4 | -6.0
CC(=O)Nc1nnc(SCC(=O)c2ccc3ccccc3c2)s1 | -0.3 | -1.7 | -1.8 | -0.8
O=C(c1ccc(F)c(F)c1)N1CCN(c2ccc([N+](=O)[O-])cc2F)CC1 | 0.0 | -0.6 | -1.2 | 11.3
CCC(C)NC(=O)CSc1nnc(-c2ccccn2)n1Cc1ccccc1 (centres undefined) | 0.1 | 0.1 | 0.0 | -0.2
CCOC(=O)c1cc(NC(=O)Nc2ccc(I)cc2)c(C)nc1C | 0.2 | -1.5 | 3.8 | -3.1
COCCn1nnnc1CN(Cc1cc2cc3c(cc2[nH]c1=O)OCO3)C1CCCC1 | 0.0 | -0.2 | 1.5 | -24.8
Cc1ccc(CN2CCNC(=O)C2CC(=O)NCCc2nc(C)cc(C)n2)cc1 (centres undefined) | 0.0 | 0.8 | 1.0 | 3.3
CCOC(=O)c1ccc(NC(=O)c2c(-c3ccccc3)noc2C)cc1 | -0.4 | 3.1 | 0.0 | -0.5
Cc1ccc(C(=O)N(c2ccccc2)C2C=CS(=O)(=O)C2)cc1 (centres undefined) | -0.1 | -0.4 | -16.1 | -7.7

Structures shown so far that contain two or more sulfur atoms (two):
SMILES | FBW7 activator | GPR151 activ | TEAD-YAP inh | MITF primary
CCOC(=O)c1ccc(NC(=O)CSc2nc3ccsc3c(=O)n2CCc2ccc(OC)c(OC)c2)cc1 | 0.7 | -0.4 | 13.2 | 16.7
CC(=O)Nc1nnc(SCC(=O)c2ccc3ccccc3c2)s1 | -0.3 | -1.7 | -1.8 | -0.8

The results go on:
SMILES | FBW7 activator | GPR151 activ | TEAD-YAP inh | MITF primary
CCCN(CCO)Cc1ccccc1C(F)(F)F | 0.1 | -0.4 | 6.0 | 51.1*
CCc1nnc2sc(-c3ccc(NC(=O)C(C)(C)C)cc3)nn12 | 0.4 | 0.2 | -28.2 | 53.8*
CC(=O)c1sc2nc(=O)c(C)nn2c1C | 0.0 | 0.0 | -6.8 | -4.9
COc1ccc(N2C(=O)CC(N3CCC(C(N)=O)CC3)C2=O)cc1F (centres undefined) | -0.1 | 1.8 | 3.1 | -9.0
O=C(CCCCCN1C(=O)c2ccccc2C1=O)N1CCOCCOc2ccccc2OCCOCC1 | 0.1 | 0.1 | -0.6 | 16.7
CCOC(=O)c1c(NC(=O)CSc2nnc(CNC(=O)COc3ccc(Cl)cc3)n2C)sc2c1CCCC2 | -0.1 | 0.4 | -8.4 | -5.3
N#Cc1ccsc1NC(=O)c1coc2ccccc2c1=O | 0.0 | -1.7 | 4.7 | -16.0
O=C1N[C@@H](COCc2ccccc2)C(=O)N2CCN(Cc3cccc(Cl)c3)C[C@H]12 | 0.0 | 0.0 | -2.8 | 7.1
COCCn1nnnc1C(c1ccc(OC)cc1OC)N1CCN(C2CCCCC2)CC1 (centres undefined) | 0.1 | -0.2 | 14.7 | 17.9
CCC(CO)Nc1ncnc2c1cnn2-c1cc(Cl)ccc1C (centres undefined) | 0.1 | -0.7 | 2.0 | 1.3
COc1cccc(OC)c1C(=O)Nc1ccc(C)cc1 | -0.1 | 0.3 | -5.7 | -11.7
O=C1OC(/C=C/c2ccc(Cl)cc2)=NC/1=C/c1ccco1 | -0.1 | 1.1 | 7.6 | 22.1
CCCN1C(=O)/C(=C/c2cccc(OCC)c2O)NC1=S | 0.2 | -1.2 | -20.6 | 8.4
COc1cc(NC(=O)c2ccc3c(c2)C(=O)N(N2C(=O)c4ccccc4C2=O)C3=O)c(C(=O)O)cc1OC | 0.0 | -0.1 | 2.8 | 11.9
CN(CCc1ccccn1)C(=O)c1ccc(N2CC3CC(C2)c2cccc(=O)n2C3)c(NC(=O)c2ccncc2)c1 (centres undefined) | -0.1 | 1.4 | 2.2 | -2.2
CC(=O)c1ccc(OCC(O)CN2CCN(c3cc(Cl)ccc3C)CC2)cc1 (centres undefined) | -0.2 | -0.1 | -10.3 | 12.8
COc1cc(/C=C2/C(=O)NC(=O)N(C3CCCCC3)C2=O)cc(OC)c1O | -0.7 | -0.6 | 0.2 | -27.9
c1ccc(Cn2c(CSc3ncnc4ccccc34)nc3ccccc32)cc1 | -0.4 | -0.2 | 2.5 | 8.3
COc1ccc(C2C(C(=O)Nc3cccnc3)=C(C)Nc3nc(-c4ccco4)nn32)cc1 (centres undefined) | -0.1 | -0.4 | 5.6 | -6.0
COc1ccc(CCNC(=O)c2cn(-c3ccc(Cl)cc3)c(=O)c3ccccc23)cc1OC | -0.1 | 0.9 | 1.7 | 4.4
CN(C)S(=O)(=O)c1ccc(C(=O)N=c2sc3ccccc3n2C)cc1 | 0.0 | 0.7 | 0.3 | 2.3
COc1ccc(S(=O)(=O)Nc2ccc(NC(C)=O)cc2)cc1C | 0.4 | 2.6 | 5.5 | 26.4
c1ccc(C2=NC(c3ccccc3)C(c3ccccc3)N2)cc1 (centres undefined) | 0.1 | 2.2 | 6.0 | 9.3
Cn1ccnc1Sc1ccc(/C=C(\C#N)C(N)=O)cc1[N+](=O)[O-] | -0.1 | -0.8 | -6.4 | -9.1
Cc1ccc2cc(CN(CCCO)S(=O)(=O)c3ccccc3)c(=O)[nH]c2c1 | -0.1 | 0.3 | 2.7 | 0.6
CC(C)CCn1c(SCC(=O)Nc2ccccc2C(F)(F)F)nc2ccsc2c1=O | 0.1 | 0.5 | 0.8 | 0.5
Cc1[nH]c2ccccc2c1C(=O)C(C)N1CCN(S(=O)(=O)c2cccs2)CC1 (centres undefined) | -0.1 | -1.1 | 11.1 | -5.2
O=C1CC(c2ccc(Cl)cc2)Sc2nc(-c3ccc(F)cc3)nn21 (centres undefined) | 0.2 | -1.1 | 0.4 | 8.8
COc1ccc2c(c1)c(=O)oc1cc(OC(=O)c3ccco3)ccc12 | 0.0 | 2.1 | -3.8 | 22.2
O=C1C2ON(c3ccccc3)C(c3ccc(F)cc3)C2C(=O)N1Cc1ccccc1 (centres undefined) | 0.2 | -1.9 | -3.0 | 2.4
Cc1ccc(C(=O)COC(=O)C(C)N2C(=O)C3C4CCC(C4)C3C2=O)cc1 (centres undefined) | -0.2 | 5.4* | -15.9 | 36.1
CC(=O)Oc1ccc(-c2cccc(C(=O)OC3CCCC3=O)c2)cc1 (centres undefined) | -0.3 | -1.3 | -33.9 | 39.9
COc1ccc(S(=O)(=O)N(CC(=O)NCc2ccncc2)c2ccc(Cl)cc2)cc1 | -0.1 | 1.3 | 1.2 | -2.7
CCNC(=O)N(CC1CCCO1)C(C)c1ccc(S(C)(=O)=O)cc1 (centres undefined) | 0.4 | -1.8 | 3.7 | 12.2
COc1ccc(C)cc1-n1nnnc1SCC(=O)c1[nH]c(C)c(C(C)=O)c1C | -0.1 | 0.0 | 32.7* | 11.6
CCCNC(=O)N(C)Cc1ccccc1 | -0.1 | 0.0 | 0.8 | 4.9
O=C(Cc1ccc(Cl)cc1)Nc1ccc2oc(-c3ccncc3)nc2c1 | 0.1 | 2.7 | -0.4 | 2.3
COc1ccc2nc(SCC(=O)Nc3ccc(-c4nc5ccccc5o4)cc3)[nH]c2c1 | -0.2 | -1.0 | -25.9 | -1.9
CCC1(C)Cc2ccccc2-c2c1c(=O)n(Cc1ccccc1)c1nnnn21 (centres undefined) | 0.2 | 0.9 | -1.2 | 10.6
CCC1CCc2nc3sc(C(=O)NC(C)C)c(N)c3cc2C1 (centres undefined) | -0.2 | 1.8 | -57.0 | 8.3
CCOC(CNC(=O)c1sc2ncn(CC(=O)N3CCCCC3)c(=O)c2c1C)OCC | 0.0 | -1.4 | -8.9 | 6.8
Cc1ccc(NC(=O)/C=C/c2ccco2)c(NC(=O)/C=C/c2ccco2)c1 | 0.2 | 0.0 | 0.4 | 43.2
COc1cc(C2C(=O)N(C3CCCC3)CC(=O)N2C2CCCCCCC2)ccc1OC(C)C (centres undefined) | 0.2 | 1.3 | 2.6 | 0.8
FC(F)Oc1ccccc1/C=N/N1CCCCC1 | -0.1 | 0.8 | 4.5 | -0.1
O=[N+]([O-])c1ccc(O)c(-c2nc3ccc([N+](=O)[O-])cc3[nH]2)c1 | 0.0 | 1.0 | -2.6 | -3.0
COc1ccc(OC)c(NC(=O)C(=O)NC2CCCC2)c1 | 0.8 | 0.4 | -6.2 | 0.6
CC(Cc1ccc2c(c1)OCO2)c1cc(C(=O)N(C)Cc2nc(-c3ccccc3)no2)on1 (centres undefined) | -0.1 | 0.8 | -24.2 | 3.1
Cc1cc(Nc2ccccc2O)c2ccccc2n1 | -0.1 | 0.5 | -1.5 | -0.8
COc1cc(C2/C(=C(/O)c3ccc(C)cc3)C(=O)C(=O)N2CC(C)O)ccc1O (centres undefined) | -0.1 | 2.0 | -2.1 | 4.7
CS(=O)(=O)N1CCC(C(=O)NCCCN2CCN(c3ccccc3)CC2)CC1 | 0.1 | -0.7 | 6.7 | 11.7
CCOC(=O)c1ccc(NC(=O)CSc2nc3c(c(=O)[nH]2)CN(C(C)C)CC3)cc1 | 1.0 | -1.0 | 5.3 | 25.2
Cn1c(SCC(=O)Nc2nc3ccccc3s2)nnc1-c1cccnc1 | 0.1 | -0.6 | 2.6 | 2.6
O=C1NC(c2ccc3ncccc3c2)C(C(=O)c2cccnc2)C(O)(C(F)(F)F)N1 (centres undefined) | -0.1 | 1.1 | 2.2 | -2.8
COc1ccc(-n2c(C)c3c(OC)cccc(=O)c3c2C)cc1 | -0.2 | 0.3 | -12.3 | -1.6
CC1=C(C(=O)Nc2cccnc2)C(c2ccncc2)n2ncnc2N1 (centres undefined) | -0.2 | -0.6 | 1.1 | 0.9
CNc1ccc(/C=C(\CC(=O)O)c2nc3ccccc3s2)cc1[N+](=O)[O-] | 0.0 | 1.5 | -10.1 | 12.6
COc1c(C(=O)Nc2cccc(C(C)O)c2)ccc2ccccc12 (centres undefined) | -0.3 | -1.0 | -51.5 | -2.2
